Source: PubChem BioAssay (several laboratories)
eLon inh – inhibitors of E. coli Lon protease. 360,000 tested, 0.42% active. inhibition, % at 7.94 µM. purified E. coli Lon protease, fluorescence polarization; in the data active = inhibition above about 13%, passing the limit was not always enough;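 also: 0% = enzyme with probe and DMSO and 100% = no enzyme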
MLLE-PAM2 inh – inhibitors of microRNA-mediated deadenylation, human PABP1 MLLE binding; P11940; GST-MLLE / FITC-PAM2 fluorescence polarization; inhibition, % at 20 µM; 360,000 tested, 0.36% active; AID 588489; in the data active = inhibition above about 35%, passing the limit was not always enough;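 also: plate controls were DMSO wells with GST-MLLE for no effect and wells lacking GST-MLLE protein for full effect; some results filed as inactive read as strong as hits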
Target sequence (P11940 whole entry, looked up): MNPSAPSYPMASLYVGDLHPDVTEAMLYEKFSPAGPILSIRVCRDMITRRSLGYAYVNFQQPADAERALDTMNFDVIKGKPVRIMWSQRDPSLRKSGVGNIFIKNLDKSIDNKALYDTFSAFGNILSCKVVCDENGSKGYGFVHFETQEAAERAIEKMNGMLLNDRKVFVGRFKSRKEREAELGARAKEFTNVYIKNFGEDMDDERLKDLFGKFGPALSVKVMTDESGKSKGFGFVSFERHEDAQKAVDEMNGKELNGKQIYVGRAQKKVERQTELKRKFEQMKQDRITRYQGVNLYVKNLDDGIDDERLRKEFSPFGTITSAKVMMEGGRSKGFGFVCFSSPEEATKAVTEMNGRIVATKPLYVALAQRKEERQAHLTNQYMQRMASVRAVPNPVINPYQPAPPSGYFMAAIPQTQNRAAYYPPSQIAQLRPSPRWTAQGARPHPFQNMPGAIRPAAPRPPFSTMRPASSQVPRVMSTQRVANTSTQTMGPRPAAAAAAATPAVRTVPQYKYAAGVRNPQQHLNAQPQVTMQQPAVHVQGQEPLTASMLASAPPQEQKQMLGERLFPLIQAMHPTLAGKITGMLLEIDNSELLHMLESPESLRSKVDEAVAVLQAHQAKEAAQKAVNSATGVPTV
CendR NRP1 mod – alters CendR peptide binding to human NRP-1; AID 602438; inhibition, % at 25 µM; FAM-RPARPAR peptide binding to NRP-1, fluorescence polarization; 360,000 tested, 0.85% active; O14786;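 active = inhibition or corrected inhibition above about 18%, plus a signal ratio from 0.5 to 1.5, limit read from the data, passing the limit was not always enough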; also: strong numbers were not always called active
FAS TE block – blocks the thioesterase domain of human fatty acid synthase; recombinant FAS-TE, OMFH fluorogenic substrate, fluorescence endpoint; P49327; inhibition, % at 15 µM; 360,000 tested, 0.67% active; AID 602261;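 active = compounds whose normalised, plate-corrected inhibition of enzyme fluorescence in the single-dose primary screen is 50% or more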;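 also: 0% = DMSO with enzyme and 100% = substrate without enzyme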
MsrA inh – inhibitors of bovine MsrA | purified bovine MsrA, absorbance read-out | inhibition, % at 15.5 µM | 360,000 tested, 0.75% active; in the data active = inhibition above about 4.5%;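 also: 0% = vehicle wells with enzyme and 100% = reference inhibitor wells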
MsrA act – activates bovine MsrA enzyme; purified bovine MsrA, absorbance read-out; activation, % at 10.6 µM; 360,000 tested, 0.3% active; in the data active = activation above about 7.5%;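 also: 0% = vehicle and 100% = reference activator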
Tb MetRS inh – blocks T. brucei methionyl-tRNA synthetase activity; purified T. brucei MetRS, ATP depletion, Kinase-Glo luminescence; inhibition, % at 11.9 µM; 360,000 tested, 0.4% active;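 active = inhibition above a per-plate cutoff of the control wells' mean inhibition plus 3 SD, cut at about 5.5% in these data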;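 also: 0% = DMSO wells median and 100% = median of wells with control inhibitor compound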
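Dosing: 11.9 µM compound single dose, 0.9% DMSO; Assay system: purified T. brucei MetRS enzyme; Measured by: Kinase-Glo luciferase luminescence reporting remaining unconsumed ATP; Schedule: 15 min plus 2 h at 25 °C.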
MT1-MMP act inh – MT1-MMP (human) activation inhibition. HT1080 RFP-PRO-GFP cells, GFP/RFP ratio fluorescence, overnight; percent of plate control window, DMSO zero. 360,000 tested, 0.061% active. P50281. GFP/RFP ratio change, % at 20 µM;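 active = GFP/RFP ratio change of at least 30% with cell ATP level not reduced by more than half and red fluorescence within 50% of control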; also: strong numbers were not always called active
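Compound: 20 µM single dose, 1% DMSO / System: HT1080 RFP-PRO-GFP cells / Controls: DMSO and RFP-L50D-GFP cell wells / Read-out basis: GFP/RFP fluorescence ratio / Schedule: overnight compound exposure at 37 °C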
SKN-1 inh – C. elegans SKN-1 inhibition. 360,000 tested, 0.49% active. inhibition, % at 21.8 µM. C. elegans VP596 Pgst-4::GFP/RFP ratio, acrylamide-induced, 24 h;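 active = interference check ratio from 0.5 to 1.5 plus GFP to RFP signal ratio inhibition reaching or exceeding a fixed threshold, cut at about 30% in these data, passing the limit was not always enough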; also: some compounds called inactive have numbers as strong as hits
An asterisk follows results filed as active; · = not tested or not shown.

structure	MT1-MMP act inh	Tb MetRS inh	FAS TE block	MsrA act	SKN-1 inh	MsrA inh	CendR NRP1 mod	MLLE-PAM2 inh	eLon inh
CCc1nnc(NC(=O)CCc2nc(C3=CCN(C)CC3)no2)s1	-3	-0.5	-4	1	-3	0.8	2	5	6
CCOP(=S)(OCC)Oc1cc(C)nc(C(C)C)n1	1	-0.2	5	-2	0	2.3	-3	33	7
CN(C)C(=O)Oc1ccc(Br)cc1C(=O)Nc1ccc(F)c(Cl)c1	2	1.0	8	-2	6	-0.3	1	22	5
O=C(c1cccc2ccccc12)C1CCCN(Cc2ccon2)C1 (configuration not stated)	3	0.6	1	-1	21	0.6	12	6	1
CN1CCN(c2ccc([N+](=O)[O-])c(N)c2)CC1	4	-0.6	-14	-4	-5	-0.5	21	14	0
CC(C)C(=O)Nc1nnc(CCN(CCc2nnc(NC(=O)C(C)C)s2)[N+](=O)[O-])s1	7	-0.5	-6	-7	9	-0.3	13	0	7
CC(=O)Nc1ccc(CC(=O)N2CCN(Cc3ccccc3)CC2)cc1	-4	0.0	-7	-11	9	2.6	4	2	1
CN1C(=O)C(C2c3ccccc3C(=O)N2Cc2ccc([N+](=O)[O-])cc2)C(=O)N(C)C1=O (configuration not stated)	2	-0.2	-3	2	20	0.5	10	3	6
O=C1NC(=O)C(=Cc2ccc(-c3ccc(Cl)cc3)o2)C(=O)N1	-8	-0.4	-10	-11	-9	·	-95	-2	-17
COc1ccc(C(=O)C(C)(C)NO)cc1	5	-1.0	-2	-6	-1	0.2	29*	7	-5
Cc1c(O)ccc(C(=O)CN2CC(C)OC(C)C2)c1O (configuration not stated)	1	-0.2	-7	-6	-6	1.9	12	10	11
Cc1ccc(CN2C(=O)NC(=O)C3(Cc4c(nc5ccccn5c4=O)N4CCCCCC43)C2=O)cc1 (configuration not stated)	3	-0.5	16	-3	27	0.1	-4	-5	-3
CCC(C)C1NC(=O)C(C(C)=O)=C1O (configuration not stated)	2	-2.3	-8	-7	7	0.1	-7	5	-5
CCc1ccc(NC(=O)CCNC(=O)N2C[C@H]3C[C@@H](C2)c2cccc(=O)n2C3)cc1	0	0.4	1	1	14	0.0	-13	11	-6
O=c1[nH]c(O)c(N=Nc2ccc([N+](=O)[O-])cc2)c(=O)[nH]1	18	-0.4	6	-10	8	-0.2	-2	-6	-2
CC1c2ccccc2-n2nncc2CN1CC1CCCCC1 (configuration not stated)	5	-0.1	6	-3	11	-0.7	2	-1	0
Nc1c(C(=O)OCc2ccccc2)c2nc3ccccc3nc2n1Cc1cccs1	-20	3.4	16	0	25	1.9	2	-10	-3
COc1cccc2c1N=C1CCCC3CN(C(C)=O)CCC123 (configuration not stated)	1	0.4	-4	-2	6	-0.4	14	7	3
CC(=NCc1ccco1)c1c(O)n(-c2ccc(C)cc2)c(=O)[nH]c1=O	3	-0.8	-6	2	7	-0.5	-2	-15	1
CN1CCc2cc3c(c4c2C1Cc1ccccc1-4)OCO3 (configuration not stated)	-7	0.8	3	48*	23	0.8	51*	97	148*
C[C@]12CC[C@H](O)C[C@H]1CC[C@@H]1[C@@H]2C[C@@H](O)[C@]2(C)[C@@H](C3=CC(=O)OC3)CC[C@]12O	-36	-1.2	-3	-7	-9	-1.2	3	6	-1
c1ccc2c(c1)Sc1ccccc1N2CC1CN2CCC1CC2 (configuration not stated)	-3	-0.3	-2	-1	8	-0.7	-3	-4	-8
CC1(C)C(C(=O)N2CCN(c3ccc(Cl)cc3)CC2)C1(C)C	-1	-0.6	6	-2	11	0.1	-5	8	11
Cc1cccc(OP(=O)(Oc2ccccc2)OC(c2ccccc2)C(F)(F)F)c1 (configuration not stated)	-11	0.2	24	0	3	0.3	8	6	3
CCC(CC)NCc1c[nH]c2ccccc12	-4	-0.2	-3	-4	8	-0.7	-4	-3	-8
CCOC(=O)c1c(-c2ccc(OC)cc2)oc2ccc(OC(=O)N(C)C)cc12	-7	-0.3	24	7	7	-0.7	7	-7	-3
CCCOC(=O)Nc1ccc([As](=O)(O)O)cc1NC(=O)OCCC	-1	-1.3	-6	-8	-12	0.0	1	5	-4
CC1=NN(c2ccccc2)C(=O)/C1=C/c1c(O)[nH]c(=O)[nH]c1=O	3	-0.7	-7	0	12	-1.5	10	9	-1
CC(=NCc1ccc2c(c1)OCO2)c1c(O)[nH]c(=O)[nH]c1=O	-3	-0.3	-2	1	-1	-0.9	-3	-10	-17
COC(=O)C1=C(c2cccc(OC)c2OC)C[C@@H]2CC[C@H]1N2C(=O)NC1CCCCC1	6	-0.4	-1	-1	1	-1.2	-4	-7	12
CCCN1CCC[C@H](c2cccc(O)c2)C1	3	-0.7	-5	-2	7	-0.4	8	3	-6
COc1ccc(N=C(C)c2c(O)[nH]c(=O)[nH]c2=O)cc1	3	0.0	-4	0	25	0.5	5	-1	4
O=c1[nH]c(=O)n(-c2ccccc2F)c(O)c1/C=C1\C=Nc2ccccc21	-5	0.5	-3	-2	-61	-0.5	-31	-53	-130
CC(C)CCOP(N)(=O)Oc1ccccc1 (configuration not stated)	4	0.4	-8	-1	5	0.3	-5	-5	4
COc1ccc(-n2c(SC)nc3ccccc3c2=O)cc1	2	0.8	8	0	-11	-0.2	-15	-17	-7
CC(C)Sc1nnc([C@@H](N)Cc2c[nH]c3ccccc23)o1	-7	0.1	-9	-3	-1	0.1	-6	-89	3
Nc1nonc1OCCCCOc1nonc1N	0	0.4	-2	3	-10	-1.2	-10	0	-9
Cc1nc2c(-c3ccc(F)cc3)c(C)nn2c(C)c1CCC(=O)N1CCC2(CC1)OCCO2	3	-1.0	-2	1	-2	0.2	-3	-1	-3
CCOC(=O)c1c(C)n(Cc2ccc(F)cc2)c2ccc(O)cc12	6	-0.2	12	-4	-2	1.1	-6	-5	5
COc1ccc(CNCCc2c[nH]c3ccccc23)cc1OC	-4	0.0	-2	-2	-6	-0.5	10	-6	-6
CCCCOC(=O)c1ccc(NC(=O)c2c(O)[nH]c(=O)[nH]c2=O)cc1	3	-0.2	-6	1	13	-0.7	0	5	-3
C[C@@H]1CN([C@@H](C)CO)C(=O)CCCn2cc(nn2)CO[C@H]1CN(C)C(=O)Oc1ccc2ccccc2c1	1	0.4	-8	-3	-9	0.4	-7	2	2
O=c1c2ccccc2nc(-c2ccco2)n1-c1ccccn1	-4	-1.6	-1	-5	-11	1.5	32*	10	0
CCOC(=O)C1(CCc2ccccc2)CCN(Cc2ccc3c(c2)OCCO3)CC1	5	-0.8	10	-4	9	1.6	10	9	2
CCN(CC)S(=O)(=O)c1cccc(N=Nc2c(O)n(CC)c(=S)n(CC)c2=O)c1	-4	0.1	32	-1	-3	0.1	10	32	3
COc1ccc(C2=CC(c3ccc4c(c3)OCO4)c3c(c4ccccc4oc3=O)O2)cc1OC (configuration not stated)	-7	-0.3	15	-3	16	2.4	-5	16	4
O=C(Cc1c[nH]c2ccccc12)NNCc1ccc(N(CCCl)CCCl)cc1	1	0.0	12	-2	8	0.0	-10	-5	-12
c1ccc(Cn2ccnc2)cc1	1	-1.4	-2	-2	-9	-1.3	-1	19	-8
O=P(Nc1cccc(Cl)c1)(Oc1ccccc1)Oc1ccccc1	-2	-0.6	29	-3	3	-1.6	-10	-13	-1
Cc1ccc(S(=O)(=O)N2Cc3cc(-c4ccccc4)ccc3-n3nncc3C2)cc1	-3	1.3	5	-1	-4	-0.6	6	3	-4

Continued:
structure	MT1-MMP act inh	Tb MetRS inh	FAS TE block	MsrA act	SKN-1 inh	MsrA inh	CendR NRP1 mod	MLLE-PAM2 inh	eLon inh
CCOC(=O)CC1=C(C(=O)OCC)C2(C(=O)N1CC(=O)OC)C(C#N)=C(N)Oc1ccccc12 (configuration not stated)	-2	0.2	-8	-1	25	0.2	16	-20	-5
CN(C(=O)Cc1ccc(Cl)c(Cl)c1)C(CN1CCCC1)c1cccc(OCC(=O)O)c1 (configuration not stated)	-3	-1.1	0	-4	-1	-1.0	-9	6	-8
Cc1ccc(-c2ccc(=O)n(CC(=O)N3CCC4(CC3)OCCO4)n2)cc1	1	1.0	-3	1	-1	0.5	-7	-1	2
N#Cc1ccc(NC(=O)CN2CCN(C(=O)c3cccs3)CC2)cc1Cl	2	-0.1	5	0	10	1.8	3	-25	-3
Cc1ccccc1-c1ccc2n1Cc1cnnn1-c1ccccc1-2	-2	-0.2	12	-4	8	5.5*	13	-1	-2
Cc1cc(N2C(=O)C3CCCN3C2c2ccccc2)no1 (configuration not stated)	0	0.3	-6	0	15	0.0	7	-6	5
NC(=O)CSc1nnc([C@@H](N)Cc2c[nH]c3ccccc23)o1	-4	-0.1	-4	0	-7	1.2	-11	-11	-16
N=C1c2ccccc2CN1NC(=O)c1ccc(Cl)cc1	3	-0.6	-3	-3	15	-0.2	1	11	-4
COc1cc2c(cc1C=O)OCO2	-1	-1.6	2	-9	-2	1.5	3	-11	-2
C=Cn1ccnc1P(=S)(c1cc(N(CC)CC)ns1)c1nccn1C=C	0	0.0	-6	-13	-5	0.0	7	-4	-5

Profiles from above. Screens in order: MT1-MMP act inh	Tb MetRS inh	FAS TE block	MsrA act	SKN-1 inh	MsrA inh	CendR NRP1 mod	MLLE-PAM2 inh	eLon inh
CN(C(=O)Cc1ccc(Cl)c(Cl)c1)C(CN1CCCC1)c1cccc(OCC(=O)O)c1 (configuration not stated) is entered as -3	-1.1	0	-4	-1	-1.0	-9	6	-8
N#Cc1ccc(NC(=O)CN2CCN(C(=O)c3cccs3)CC2)cc1Cl is entered as 2	-0.1	5	0	10	1.8	3	-25	-3

Carrying on.
structure	MT1-MMP act inh	Tb MetRS inh	FAS TE block	MsrA act	SKN-1 inh	MsrA inh	CendR NRP1 mod	MLLE-PAM2 inh	eLon inh
O=C(c1cc(S(=O)(=O)N2CCCCC2)ccc1F)N1CCC2(CC1)OCCO2	0	0.3	-7	-1	12	-0.3	-2	-2	-7
COc1ccc(Cl)cc1C(=O)C1CCCN(Cc2cnc(C)s2)C1 (configuration not stated)	-2	-0.3	3	-3	1	2.0	-1	-9	5
CC1(C(=O)O)CCCC2(C)c3cc(O)ccc3CCC12 (configuration not stated)	1	-1.0	-3	-4	-8	1.2	34*	5	3
CCCC[N+]12C3C[C@H](C4[C@H](O)[C@]5(C[C@@H]41)c1ccccc1N(C)[C@@H]35)[C@H](CC)[C@H]2O (some centres not stated)	-4	0.2	-6	-2	18	0.4	-5	-134	3
Cc1ccc(C)c(NC(=O)CSc2nnc([C@@H](N)Cc3c[nH]c4ccccc34)o2)c1	4	-0.4	-6	-3	-1	-0.5	1	9	-17
COC(=O)C1=C(c2ccc(-c3ccccc3)c(F)c2)C[C@@H]2CC[C@H]1N2C(=O)NCCO	4	-0.2	-11	-1	34	-0.5	4	-6	5
CCOC(=O)[C@]12Cc3ccc(C)cc3[C@H]1N(C1CCCCC1)C(=O)c1cc(OC)ccc12	-32	-0.3	77*	0	21	-1.6	-10	·	12
COc1ccc(CNC(=O)C(NC(C)=O)C(C)C)cc1OC (configuration not stated)	0	-0.3	-4	-4	2	-0.2	4	12	1
CN(C)Cc1c[nH]c2ccc([N+](=O)[O-])cc12	0	-0.2	-3	1	1	0.4	14	7	-1
CCN1C[C@]2(CO)CC[C@H](OC)[C@@]34C2[C@H](OC)[C@@](O)(C13)[C@@]1(O)C[C@H](OC)[C@H]2C[C@@H]4[C@@H]1[C@H]2OC	3	0.6	-5	-1	9	-0.8	-3	-17	-5

Some of the compounds tested. The share of hits here may be higher or lower than overall.
